Compound activity: PubChem, several laboratories
NadD inh = inhibitors of S. aureus NadD, primary screen, biochemical, colorimetric, uHTS | purified NadD enzyme, colorimetric absorbance read-out | AID 602399, 2012 | 360,000 tested, 0.78% active | inhibition, % at 20 µM; in the data active = inhibition above about 26%; also: some compounds past the cut are filed as inactive
SKN-1 block = suppressors of acrylamide-induced Pgst-4::GFP reporter in worms, primary screen, SKN-1 inhibitor project, whole organism, uHTS, GFP/RFP fluorescence ratio, strain VP596. C. elegans VP596 Pgst-4::GFP/RFP ratio, 24 h. inhibition, % at 21.8 µM. 360,000 tested, 0.49% active;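 active = interference check ratio from 0.5 to 1.5 plus GFP to RFP signal ratio inhibition reaching or exceeding a fixed threshold, cut at about 30% in these data, passing the limit was not always enough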; also: some compounds called inactive have numbers as strong as hits
LMPTP block = LMPTP phosphatase inhibitors, primary screen, biochemical, fluorescence intensity, uHTS. recombinant LMPTP-A, OMFP fluorogenic substrate. inhibition, % at 20 µM. 360,000 tested, 0.22% active;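 active = compounds that cut the enzyme signal by at least half of the control window in the single-dose screen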;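 also: plate controls were DMSO wells with enzyme plus substrate for no effect and substrate without enzyme for full effect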
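material = LMPTP-A | quantity = 0.625 nM enzyme | reagent = OMFP substrate, 400 µM final | buffer or medium = Bis-Tris pH 6.0, DTT, detergent | detection = endpoint fluorescence intensity from OMFP dephosphorylation | dosing = single 20 µM dose | read-out basis = % inhibition relative to no-enzyme and uninhibited control wells | control set = no-enzyme and uninhibited controls | timing = 50 min at room temperature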
NRP1-CendR mod = modulators of CendR peptide binding to NRP-1, primary screen, biochemical, fluorescence polarization, uHTS. inhibition, % at 25 µM. Neuropilin-1 (Homo sapiens), O14786. 360,000 tested, 0.85% active. FAM-RPARPAR peptide binding to NRP-1;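 active = inhibition or corrected inhibition above about 18%, plus a signal ratio from 0.5 to 1.5, limit read from the data, passing the limit was not always enough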; also: strong numbers were not always called active
DNMT1 block = human DNMT1 methyltransferase inhibitors, primary screen, biochemical, molecular beacon, fluorescence, HinP1I cleavage, uHTS; DNA (cytosine-5)-methyltransferase 1 (Homo sapiens), P26358; inhibition (reported as % activation of signal), % at 10 µM; 360,000 tested, 0.83% active; AID 588458, 2011; in the data active = inhibition above about 50%
Scp1 inh = Scp-1 phosphatase inhibitors, primary screen, biochemical, colorimetric, uHTS | Recombinant Scp1, phosphopeptide, malachite green phosphate absorbance | Carboxy-terminal domain RNA polymerase II polypeptide A small phosphatase 1 (Homo … | inhibition, % at 20 µM | AID 493091, 2011 | 340,000 tested, 0.88% active;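 active = inhibition above about 50% at 20 µM, limit read from the data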;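 also: plate controls were DMSO wells with enzyme for no effect and wells lacking enzyme for full effect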
Target sequence (Q9GZU7 76-261 limits assumed): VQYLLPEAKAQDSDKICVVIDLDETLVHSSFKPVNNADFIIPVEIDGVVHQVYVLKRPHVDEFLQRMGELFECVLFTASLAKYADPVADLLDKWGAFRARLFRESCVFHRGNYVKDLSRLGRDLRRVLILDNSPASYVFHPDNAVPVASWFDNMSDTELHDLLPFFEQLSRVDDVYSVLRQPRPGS
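Test system: SCP-1 phosphatase catalytic domain, residues 76-261 | Compound dosing: One concentration, 20 µM, with 1.0% DMSO | Schedule: 45 min room-temperature reaction, 5 min colour, 30 min stabiliser | Detection: Absorbance at 630 nm | Read-out basis: % inhibition of SCP-1 phosphate liberation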
Neddylation inh = inhibitors of cullin neddylation, primary screen, biochemical, TR-FRET, uHTS, NAE and Ubc12; NEDD8-conjugating enzyme Ubc12 (Homo sapiens) + NEDD8-activating enzyme E1 regulatory …; calls only at 25 µM; AID 651699, 2012; 360,000 tested, 0.58% active; in the data active = inhibition above about 36%
SUMO1-SIM PPI = modulators of SUMO1 protein-protein interactions, primary screen, biochemical, uHTS. inhibition, % at 20 µM. SUMO1 binding to a labelled peptide, TR-FRET, 1 h. 360,000 tested, 0.33% active. AID 602429, 2012; in the data active = inhibition above about 37%
Target sequence (P63165 whole entry, looked up): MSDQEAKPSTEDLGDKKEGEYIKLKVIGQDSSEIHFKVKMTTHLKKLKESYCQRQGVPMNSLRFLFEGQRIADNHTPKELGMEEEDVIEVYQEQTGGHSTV
STEP inh = STEP phosphatase inhibitors, primary screen, biochemical, fluorescence intensity, uHTS; 360,000 tested, 0.25% active; inhibition, % at 20 µM; AID 588621, 2011; recombinant STEP, OMFP fluorogenic substrate; Tyrosine-protein phosphatase non-receptor type 5 (Homo sapiens), P54829;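 active = inhibition at 20 µM, scaled per plate between control wells, above about 37%, limit read from the data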;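 also: 0% = DMSO with enzyme and substrate and 100% = substrate only without enzyme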
Target sequence (P54829 whole entry, looked up): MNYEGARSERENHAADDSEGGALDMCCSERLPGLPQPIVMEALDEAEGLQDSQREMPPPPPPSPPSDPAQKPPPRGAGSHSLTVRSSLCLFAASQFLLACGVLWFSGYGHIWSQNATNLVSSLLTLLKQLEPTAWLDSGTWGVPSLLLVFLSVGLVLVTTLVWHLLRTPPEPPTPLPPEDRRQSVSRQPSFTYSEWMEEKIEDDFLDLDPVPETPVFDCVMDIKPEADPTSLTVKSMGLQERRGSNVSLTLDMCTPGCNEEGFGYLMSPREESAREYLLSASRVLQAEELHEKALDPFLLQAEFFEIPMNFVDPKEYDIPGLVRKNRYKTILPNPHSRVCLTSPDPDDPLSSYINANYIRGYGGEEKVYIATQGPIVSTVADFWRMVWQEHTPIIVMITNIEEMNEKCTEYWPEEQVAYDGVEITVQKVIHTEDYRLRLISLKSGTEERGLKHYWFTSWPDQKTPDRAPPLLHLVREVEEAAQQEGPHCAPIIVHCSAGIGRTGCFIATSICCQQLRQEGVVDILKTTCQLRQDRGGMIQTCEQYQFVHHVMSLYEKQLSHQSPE
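Also added – OMFP at 25 µM · Test system – STEP tyrosine phosphatase · Technique – FITC-channel fluorescence of OMFP product · Schedule – 20 min at room temperature, dark · Evaluation – control-normalized % inhibition with plate pattern correction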
Tb MetRS inh = T. brucei MetRS inhibitors, primary screen, biochemical, luminescence; inhibition, % at 11.9 µM; 360,000 tested, 0.4% active; AID 624268, 2012; purified T. brucei MetRS, ATP depletion, Kinase-Glo luminescence;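 active = inhibition above a per-plate cutoff of the control wells' mean inhibition plus 3 SD, cut at about 5.5% in these data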;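 also: 0% = DMSO wells median and 100% = median of wells with control inhibitor compound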
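Material: parasite MetRS enzyme / Replication: singlicate, one well per compound / Signal: luminescence of leftover ATP / Schedule: 2 h aminoacylation at 25 °C after 15 min preincubation / Medium: HEPES-MgCl2-KCl buffer plus DTT, spermine, BSA, pyrophosphatase / Doses: 11.9 µM single point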
* = called active by the depositor; i = inactive; / = no result given.

#1 OC(CNC1Cc2ccccc2C1)c1ccccc1 (centres undefined)
#2 CCOC(=O)c1cnc2c(OC)cccc2c1N1CCN(c2ccccn2)CC1
#3 COc1ccc(C2CC(c3ccc(Br)cc3)=NN2C(=O)CSC2=NCCS2)cc1 (centres undefined)
#4 O=C(CNC(=O)C1COc2ccccc2O1)Nc1cc(Cl)ccc1Cl (centres undefined)
#5 O=C(NCc1ccco1)c1ccc2c(c1)CCO2
#6 C[C@H](O)[C@@H]1C(=O)N2CCc3ccc(-c4ccccc4)cc3[C@@H]2C[C@@H]1N(C)C(=O)c1ccco1
#7 CC(C)N(CCn1c(SCC(=O)N2CC(=O)Nc3ccccc32)nc2ccccc2c1=O)C(C)C
#8 CC(=O)c1cccc(NC(=S)NNC(=O)c2ccc(C)c([N+](=O)[O-])c2)c1
#9 O=C(Nc1ccc(F)c(F)c1)NC1CCCCC1
#10 Cc1ccnc(SCC(=O)Nc2sc3c(c2C#N)CCC(C(C)(C)C)C3)n1 (centres undefined)
compound no.	1	2	3	4	5	6	7	8	9	10
STEP inh	0	-2	-3	-3	2	-2	3	0	1	3
NRP1-CendR mod	13	-6	-8	1	1	-8	-3	12	9	2
NadD inh	-6	3	10	0	-4	5	2	9	-6	5
Neddylation inh	i	i	i	i	i	i	i	i	i	i
DNMT1 block	5	-2	-2	-1	-1	1	-3	-2	-2	4
SKN-1 block	1	5	-1	11	6	-3	-3	-6	-8	-9
Scp1 inh	-6	-6	7	-2	-4	/	-6	5	-11	-5
LMPTP block	-1.5	2.2	5.8	0.2	-1.5	-0.6	2.5	-1.4	1.9	2.5
Tb MetRS inh	-1.5	-0.5	0.0	0.3	-1.3	-0.6	-0.5	-0.9	0.3	0.1
SUMO1-SIM PPI	-9	-19	-1	-1	4	5	-2	-4	2	1

Part of the list above, set out differently.
Each structure is followed by: STEP inh, NRP1-CendR mod, NadD inh, Neddylation inh, DNMT1 block, SKN-1 block, Scp1 inh, LMPTP block, Tb MetRS inh, SUMO1-SIM PPI
#2 CCOC(=O)c1cnc2c(OC)cccc2c1N1CCN(c2ccccn2)CC1
    -2, -6, 3, i, -2, 5, -6, 2.2, -0.5, -19
#3 COc1ccc(C2CC(c3ccc(Br)cc3)=NN2C(=O)CSC2=NCCS2)cc1 (centres undefined)
    -3, -8, 10, i, -2, -1, 7, 5.8, 0.0, -1
#5 O=C(NCc1ccco1)c1ccc2c(c1)CCO2
    2, 1, -4, i, -1, 6, -4, -1.5, -1.3, 4
#6 C[C@H](O)[C@@H]1C(=O)N2CCc3ccc(-c4ccccc4)cc3[C@@H]2C[C@@H]1N(C)C(=O)c1ccco1
    -2, -8, 5, i, 1, -3, /, -0.6, -0.6, 5

Arranged by the number under LMPTP block (high to low): 3 of the compounds above
no. | smiles | LMPTP block
3 | COc1ccc(C2CC(c3ccc(Br)cc3)=NN2C(=O)CSC2=NCCS2)cc1 (centres undefined) | 5.8
4 | O=C(CNC(=O)C1COc2ccccc2O1)Nc1cc(Cl)ccc1Cl (centres undefined) | 0.2
8 | CC(=O)c1cccc(NC(=S)NNC(=O)c2ccc(C)c([N+](=O)[O-])c2)c1 | -1.4

The list continues.
#11 Cc1ccccc1-c1cc2nc(Oc3cccc4ccccc34)n(C)c(=O)c2s1
#12 CCC1C(=O)N(c2nc(C)cc(C)n2)N=C1C (centres undefined)
#13 C=CCN1C(=O)C(CC(=O)NCC)SC1=Nc1ccccc1OC (centres undefined)
#14 CCCC(O)(c1ccc(OC)cc1)C(CN(C)C)c1ccccc1 (centres undefined)
#15 O=c1[nH][nH]c(=O)c(Cl)c1Cl
#16 Cc1cc(NC(=O)c2ccc3nccnc3c2)ccc1Br
#17 COC(=O)c1nn(-c2ccc(F)cc2)ccc1=O
#18 CCOC(=O)c1cn(CC)c2cc(F)c(F)cc2c1=O
#19 CN(CC(=O)OCC(N)=O)S(=O)(=O)c1ccc(Cl)cc1
#20 O=C(/C=C/c1ccccc1Cl)N1CCCN(C(=O)/C=C/c2ccccc2Cl)CC1
compound no.	11	12	13	14	15	16	17	18	19	20
STEP inh	4	-2	-2	1	0	1	-2	-2	-2	0
NRP1-CendR mod	7	-2	-13	-13	10	-13	-5	6	10	-10
NadD inh	4	-2	0	1	1	-7	1	-1	-1	-3
Neddylation inh	i	i	i	i	i	i	i	i	i	i
DNMT1 block	-10	2	-10	-1	2	-4	1	1	2	-4
SKN-1 block	11	1	-6	-14	14	-4	-6	12	-7	-4
Scp1 inh	/	-6	-1	-11	1	-5	-11	0	8	-10
LMPTP block	0.4	-1.6	-0.8	-1.0	-0.2	0.7	0.0	0.0	0.4	0.4
Tb MetRS inh	-0.3	-0.6	-0.4	-0.1	-0.1	0.5	-0.1	-0.3	-0.4	-1.2
SUMO1-SIM PPI	-11	0	4	-2	-5	-20	0	-2	2	-5

#21 CCC(=O)N1CCN(c2ccccc2NC(=S)NC(=O)c2ccco2)CC1
#22 COc1ccc(Cl)cc1-n1c(C)cc(C=O)c1C
#23 CCOC(=O)Nc1ccc2c(c1)C(=NNC(N)=S)c1ccccc1-2
#24 C=CCOc1cccc(C2c3c(oc4ccccc4c3=O)C(=O)N2c2ccccn2)c1 (centres undefined)
#25 O=C(CN(Cc1ccccc1Cl)C(=O)CNS(=O)(=O)c1ccc(F)cc1)NCC1CCCO1 (centres undefined)
#26 Cn1nnnc1SCC(=O)NCC(=O)c1ccccc1
#27 O=C(COc1ccccc1)N1CCN(S(=O)(=O)c2ccc(Cl)cc2)CC1
#28 COc1ccc2[nH]c(=O)c(CN(CCO)S(=O)(=O)c3c(C)ccc4nsnc34)cc2c1
#29 CCOC(=O)Cn1nc(C)n(-c2c(C)cccc2C)c1=O
#30 N#Cc1nc(COc2ccccc2F)oc1NCc1ccc(F)cc1
compound no.	21	22	23	24	25	26	27	28	29	30
STEP inh	2	5	-3	0	0	-3	1	2	-4	-3
NRP1-CendR mod	4	6	-3	-10	-8	5	-37	9	-6	-7
NadD inh	-1	-7	-1	8	-1	0	-5	3	0	-3
Neddylation inh	i	i	i	i	i	i	i	i	i	i
DNMT1 block	-9	-7	-8	20	5	4	1	13	1	-3
SKN-1 block	-16	32	19	8	-10	14	-8	-4	-5	-1
Scp1 inh	-17	-6	-5	-8	14	-3	-2	7	-9	-15
LMPTP block	2.3	0.1	3.0	1.7	-0.7	-0.8	-0.9	-1.2	-1.9	1.8
Tb MetRS inh	-0.1	-1.0	-0.2	-1.5	-0.9	-1.1	-1.0	-1.6	0.4	0.0
SUMO1-SIM PPI	6	-1	-13	-2	1	1	1	-20	6	2

#31 CS(=O)(=O)Nc1ccc(C2=NN(C(=O)CCCC(=O)O)C(c3cccs3)C2)cc1 (centres undefined)
#32 COc1ccc(N2CCN(C(=O)c3ccc4c(=O)n(CC5CCCO5)c(=O)[nH]c4c3)CC2)cc1 (centres undefined)
#33 CCOC(=O)C(=O)N(C)c1c(CC)nc2c(OCc3ccc(Cl)cc3)cccn12
#34 O=C(Nc1ccc(C(=O)O)cc1)/C(=C\c1ccc2c(c1)OCO2)NC(=O)c1ccco1
#35 COc1ccccc1N1CCN(S(=O)(=O)c2ccc(NC(C)=O)cc2)CC1
#36 Cc1ccc(SC(CC(=O)c2ccc(C(C)(C)C)cc2)C(=O)O)cc1 (centres undefined)
#37 CCN1C(=O)N(CC)C2C1N(CO)C(=O)N2CO (centres undefined)
#38 COC(=O)c1cc2nc(-c3ccc(OC)c(OC)c3)cc(C(F)(F)F)n2n1
#39 O=C(COC(=O)Cc1ccc(Cl)cc1)NCCc1ccccc1
#40 O=C(Nc1ccccc1F)C(=Cc1sc(N2CCOCC2)nc1-c1ccccc1)C(=O)Nc1ccccc1F
#41 Nc1c(Cl)cc(-c2cn(CCC(=O)O)c(-c3ccncc3)n2)cc1Cl
#42 CC1=CN2C(=NC(=O)CC2(C)C(=O)N(CC(=O)NC2CCCC2)c2cc(C)cc(C)c2)C=C1 (centres undefined)
#43 CC1=C(C(=O)OC2CCCCCCC2)C(c2cccc(O)c2)NC(=O)N1 (centres undefined)
compound no.	31	32	33	34	35	36	37	38	39	40	41	42	43
STEP inh	-1	1	0	0	-1	-2	0	1	-1	-15	-2	0	-1
NRP1-CendR mod	-8	16	12	2	-10	-5	4	12	11	136	-2	-1	5
NadD inh	-5	-2	4	5	-2	4	2	-1	-7	5	-5	-4	-6
Neddylation inh	/	i	i	i	i	i	i	i	i	i	i	/	i
DNMT1 block	-3	6	2	-1	0	2	2	-2	2	11	3	2	-3
SKN-1 block	9	-4	16	6	10	-2	-5	-11	1	-17	-12	-4	3
Scp1 inh	-2	-4	/	-8	0	-1	-1	8	1	3	0	-13	-3
LMPTP block	-1.2	-0.2	2.2	0.0	-0.2	-0.1	-0.9	-0.4	1.2	1.5	-0.7	-0.9	2.2
Tb MetRS inh	0.2	-0.3	0.4	-0.3	-0.2	-0.1	0.1	-1.6	0.1	-0.4	-0.3	-0.2	-0.9
SUMO1-SIM PPI	16	0	0	-3	1	1	1	-2	6	-4	9	4	6

Hits appear at their usual frequency. Share with any hit: about 4.6%.
